Bioassay records as filed in PubChem BioAssay.
CHRM5 PAM: potentiates acetylcholine response at human M5 receptor; CHO-K1 hM5, Fluo-8 calcium, ACh EC20 PAM; 0% = ACh EC20, 100% = ACh EC100; 360,000 tested, 0.3% active; activation, % at 3 µM; P08912;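 active = activation above the run cutoff, the mean activation of all test compounds plus 3 SD, cut at about 18% in these data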
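Test system: CHO-K1 hM5 cells / Doses: single-point, 3 µM nominal / Times: Post-acetylcholine fluorescence recording 140 s / Technique: Fluo-8 calcium fluorescence / Measure: Max/basal fluorescence ratio as % of EC20–EC100 ACh window / Benchmarks: low control EC20 acetylcholine (0%), high control EC100 acetylcholine (100%) / Replicates: one well per compound, no replicates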
M1 ag: activates human CHRM1 receptor; P11229; CHO-K1 hM1, Fluo-8 calcium fluorescence, agonist mode; 0% DMSO, 100% acetylcholine EC100; activation, % at 3 µM; 360,000 tested, 0.33% active; AID 588814;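 active = activation above the run's mean compound activation plus 3 SD, cut at about 16% in these data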;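 note: peak over basal fluorescence ratio within a 140 s kinetic read after compound addition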
Target sequence (P11229 whole entry, looked up): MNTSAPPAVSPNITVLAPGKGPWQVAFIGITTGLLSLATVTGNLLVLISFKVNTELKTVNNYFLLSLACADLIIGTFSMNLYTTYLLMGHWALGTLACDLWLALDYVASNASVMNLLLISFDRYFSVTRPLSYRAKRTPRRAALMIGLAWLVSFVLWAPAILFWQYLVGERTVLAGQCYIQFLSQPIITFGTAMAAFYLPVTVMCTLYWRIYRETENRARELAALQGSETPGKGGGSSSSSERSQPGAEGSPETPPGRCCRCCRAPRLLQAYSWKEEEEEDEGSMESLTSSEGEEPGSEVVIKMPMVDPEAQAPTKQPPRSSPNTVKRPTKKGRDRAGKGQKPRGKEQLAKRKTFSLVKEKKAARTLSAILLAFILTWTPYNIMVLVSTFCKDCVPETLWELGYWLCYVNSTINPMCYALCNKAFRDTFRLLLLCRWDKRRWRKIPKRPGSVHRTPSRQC
M5 antag: blocks acetylcholine activation of human M5 receptor; P08912; CHO-hM5 cells, Fluo-8 calcium fluorescence, ACh EC80; inhibition, % at 3 µM; 360,000 tested, 0.59% active;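 active = inhibition above a per-plate cutoff, the mean of that plate's test compounds plus 3 SD, cut at about 27% in these data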;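 note: 0% = acetylcholine EC80 with DMSO and 100% = DMSO without agonist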
M1 antag: blocks human M1 muscarinic receptor | 360,000 tested, 1.3% active | P11229 | CHO-K1 hM1, Fluo-8 calcium fluorescence, ACh EC80 antagonist | inhibition, % at 3 µM;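 active = percent inhibition above its own plate's cutoff, namely the mean of that plate's compound wells plus 3 SD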;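 note: peak over basal fluorescence ratio during 140 s after agonist addition; 0% = ACh EC80 plus DMSO and 100% = DMSO alone without agonist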
TAAR1 agonist: agonists of human TAAR1 | Q96RJ0 | CHO RD-HGA16 TAAR1, Fluo-8 calcium fluorescence; vehicle wells 0%, saturating PEA agonist 100% | activation, % at 3 µM | 360,000 tested, 0.99% active | AID 624467;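 active = activation above the mean activation of all test compounds in the run plus 3 SD, cut at about 38% in these data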
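Test system: RD-HGA16 (CHO) cells co-expressing Gα16 and hTAAR1 / Benchmarks: DMSO vehicle as 0%, PEA at EC100 as 100% / Repeats: no replicates (n 1) / Measure: % activation from peak over basal fluorescence ratio, DMSO-to-PEA scaled / Timing: 17-24 h plating, Fluo-8 75 min 37 °C, 30 min RT / Technique: kinetic Fluo-8 calcium fluorescence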
CHRM4 antagonist: CHRM4 antagonism in calcium assay; P08173; CHO-hM4 cells, ACh EC80, Fluo-8 calcium fluorescence; inhibition, % at 3 µM; 360,000 tested, 0.73% active;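 active = inhibition above its plate's cutoff, the mean inhibition of sample wells plus 3 SD, cut at about 27% in these data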;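 note: 0% = acetylcholine EC80 with DMSO and 100% = DMSO without agonist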
Target sequence (P08173 whole entry, looked up): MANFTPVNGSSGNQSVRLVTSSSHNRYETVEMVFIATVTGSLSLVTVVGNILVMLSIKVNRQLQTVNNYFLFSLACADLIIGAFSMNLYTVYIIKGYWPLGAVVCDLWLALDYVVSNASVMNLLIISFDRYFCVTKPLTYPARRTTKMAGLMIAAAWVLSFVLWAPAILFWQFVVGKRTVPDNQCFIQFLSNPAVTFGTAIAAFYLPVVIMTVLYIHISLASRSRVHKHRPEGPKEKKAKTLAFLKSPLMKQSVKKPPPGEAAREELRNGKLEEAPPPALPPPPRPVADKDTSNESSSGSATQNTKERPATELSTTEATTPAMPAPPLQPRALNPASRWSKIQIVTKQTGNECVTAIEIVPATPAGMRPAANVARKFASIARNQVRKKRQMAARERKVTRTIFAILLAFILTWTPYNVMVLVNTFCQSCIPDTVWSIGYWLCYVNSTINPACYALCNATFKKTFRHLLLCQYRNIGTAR
M1 PAM: human CHRM1 positive allosteric modulation; activation, % at 3 µM; 360,000 tested, 0.088% active; CHO-K1 hM1, Fluo-8 calcium fluorescence, ACh EC20; 0% = ACh EC20, 100% = maximal ACh; AID 588819; P11229; in the data active = activation above about 19%, passing the limit was not always enough
M5 ag: CHRM5 agonism in calcium assay; P08912; CHO-K1 hM5 cells, Fluo-8 calcium fluorescence; 0% DMSO wells, 100% maximal acetylcholine response; activation, % at 3 µM; 360,000 tested, 0.19% active; AID 624037;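 active = activation above the run's mean over test compounds plus 3 SD, cut at about 23% in these data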;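 note: signal is peak over basal fluorescence ratio across the kinetic read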
CHRM4 agonist: CHRM4 agonism in calcium assay; P08173; CHO-K1 hM4/Gqi5, Fluo-8 calcium fluorescence; vehicle 0%, full acetylcholine response 100%; activation, % at 3 µM; 360,000 tested, 0.14% active;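 active = activation above the run mean over all test wells plus 3 SD, cut at about 32% in these data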;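 note: peak over basal fluorescence ratio per well then scaled between controls; 0% = DMSO wells and 100% = acetylcholine at EC100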
Numbers without * were called inactive; x = no result given; & = joins results of further samples. An excerpt. The share of hits here may be higher or lower than overall.

1: CCOCCCNc1ncc2c(n1)CC(c1ccc(C)cc1)CC2=O (stereo not drawn)
2: CCOC(=O)C1(CCOc2ccccc2)CCN(CC=C(C)C)CC1
3: Cc1cc(NC(=O)C(C)SCC(=O)O)no1 (stereo not drawn)
4: COc1ccc(-c2nc3c4ccccc4ccn3c2CN2CCCCC2)cc1OC
5: CCC(=O)N1N=C2CC(C)(C)OCC2C1c1ccccc1 (stereo not drawn)
6: O=C(Cc1ccccc1)NCC(=O)N1CCc2ccccc2C1

Compound,1,2,3,4,5,6
CHRM5 PAM,0,-17,-3,6,0,-2
M1 ag,-2,-9,0,-5,-4,-4
M5 antag,0,16,11,0,6,8
M1 antag,-9,11,-3,-26,11,1
TAAR1 agonist,1,2,0,-4,2,-1
CHRM4 antagonist,1,3,6,-1,1,-7
M1 PAM,9,-15,3,18,-7,0
M5 ag,0,0,0,-3,-1,-1
CHRM4 agonist,1,5,0,0,0,-1

7: O=c1ccn(-c2ccccc2)[nH]1
8: Cc1nc(NCCc2ccccc2)sc1C(=O)N(C)C
9: CCC1=C(OC(=O)N(CC)CC)N2C(=O)OC(=NCCc3c[nH]c4ccccc34)[C@]2(Cc2ccccc2)[C@H]2C1=CC[C@H]1C(=O)N(c3ccccc3)C(=O)[C@H]12
10: Cc1nc(C)c(CCNC(=O)c2ccccc2)s1
11: CN(CC(=O)NC1CCCCCC1)S(=O)(=O)c1ccc(Br)cc1
12: CC1=C(C(=O)N2CCCCCC2)CC(CC(=O)NCCN2CCOCC2)C(=O)N1CCC1=CCCCC1 (stereo not drawn)

Compound,7,8,9,10,11,12
CHRM5 PAM,2,6,5,1,1,5
M1 ag,-3,-4,0,-5,-1,x
M5 antag,5,-1,2,-2,-12,-10
M1 antag,-2,-15,-5,8,-14,x
TAAR1 agonist,7,1,0,1,0,3
CHRM4 antagonist,2,-12,-9,13,-6,1
M1 PAM,4,10,9,5,11,x
M5 ag,-2,-2,3,1,-2,0
CHRM4 agonist,0,1,1,0,1,2

Among those listed so far, 5 contain a carbonyl joined to an NH by a bond outside any ring.
3: Cc1cc(NC(=O)C(C)SCC(=O)O)no1 (stereo not drawn)
6: O=C(Cc1ccccc1)NCC(=O)N1CCc2ccccc2C1
10: Cc1nc(C)c(CCNC(=O)c2ccccc2)s1
11: CN(CC(=O)NC1CCCCCC1)S(=O)(=O)c1ccc(Br)cc1
12: CC1=C(C(=O)N2CCCCCC2)CC(CC(=O)NCCN2CCOCC2)C(=O)N1CCC1=CCCCC1 (stereo not drawn)

Compound,3,6,10,11,12
CHRM5 PAM,-3,-2,1,1,5
M1 ag,0,-4,-5,-1,x
M5 antag,11,8,-2,-12,-10
M1 antag,-3,1,8,-14,x
TAAR1 agonist,0,-1,1,0,3
CHRM4 antagonist,6,-7,13,-6,1
M1 PAM,3,0,5,11,x
M5 ag,0,-1,1,-2,0
CHRM4 agonist,0,-1,0,1,2

Going on with the list.
13: COc1ccc(N(C(=O)c2ccncc2)S(=O)(=O)c2ccc(OC)c(OC)c2)cc1
14: CCOC(=O)c1c(C)[nH]c(C)c1S(=O)(=O)NCc1ccccc1C
15: C=CCc1cccc(/C=N/NC(=O)C(=O)Nc2ccc(C)cc2)c1O
16: COc1cccc(-n2sc3c(c2=S)-c2cc(OC)ccc2NC3(C)C)c1
17: COCCCNC(=O)c1cc2c(=O)n3cccc(C)c3nc2n(C(C)C)c1=N
18: O=C(CC(=O)N/N=C/c1c(F)cccc1Cl)NCCc1ccccc1

Compound,13,14,15,16,17,18
CHRM5 PAM,-4,4,0,-14,4,-1
M1 ag,-2,-4,-7,-3,-7,-2
M5 antag,5,-19,7,4,-5,3
M1 antag,-11,-14,2,1,9,-6
TAAR1 agonist,0,0,6,1,1,4
CHRM4 antagonist,-4,-3,11,-6,3,-14
M1 PAM,6,7,-1,-6,-3,5
M5 ag,1,-7,-1,-5,-7,-3
CHRM4 agonist,1,2,1,-1,1,2

19: Cc1cc(NC2CCCCC2)nc(NCc2ccccc2)n1
20: CCCCOc1ccc(-c2nnn(C(C)(C)C(=O)OC)n2)cc1
21: O=C(CNc1ccc(Br)cc1)c1ccccc1
22: CCOC(=O)CNC(=S)NN(C)C
23: C=CCOC(=O)C1=C(C)N=c2s/c(=C3\C(=O)N(CC(=O)O)c4ccccc43)c(=O)n2C1c1ccc(OC)cc1 (stereo not drawn)
24: O=[N+]([O-])c1cccc(NC(=S)NCCc2ccccc2)c1

Compound,19,20,21,22,23,24
CHRM5 PAM,-19,-5,3,-16,0,-16
M1 ag,-4,-2,-1,0,-2,-1
M5 antag,30*,5,-6,18,6,23
M1 antag,35*,5,7,-2,-12,8
TAAR1 agonist,67*,11,15,3,0,10
CHRM4 antagonist,26,-6,-5,10,10,15
M1 PAM,-20,0,1,2,3,-12
M5 ag,6,-1,1,3,-2,2
CHRM4 agonist,23,3,0,9,0,11

Whole records, looked up by structure:
`COCCCNC(=O)c1cc2c(=O)n3cccc(C)c3nc2n(C(C)C)c1=N` across the screens: CHRM5 PAM: 4; M1 ag: -7; M5 antag: -5; M1 antag: 9; TAAR1 agonist: 1; CHRM4 antagonist: 3; M1 PAM: -3; M5 ag: -7; CHRM4 agonist: 1
`O=C(CC(=O)N/N=C/c1c(F)cccc1Cl)NCCc1ccccc1` across the screens: CHRM5 PAM: -1; M1 ag: -2; M5 antag: 3; M1 antag: -6; TAAR1 agonist: 4; CHRM4 antagonist: -14; M1 PAM: 5; M5 ag: -3; CHRM4 agonist: 2

Further structures
25: CC(NC(c1ccccc1)c1ccccc1)C(=O)N1CCCc2ccccc21 (stereo not drawn)
26: Cc1c(NC(=O)c2cc(-c3ccc(Br)cc3)on2)c(=O)n(-c2ccccc2)n1C
27: O=C1NCC(c2ccccc2)C1C(=O)N/N=C\c1ccc(-c2cccc(Cl)c2Cl)o1 (stereo not drawn)
28: COc1cc(/C=C2\SC(N)=NC2=O)cc(Cl)c1O
29: COC(=O)c1cc(Br)c(=O)n(-c2ccc(F)cc2)c1
30: COc1cc(C(=O)COC(=O)C2CCN(c3ccc(C(F)(F)F)cn3)CC2)ccc1OC(F)F

Compound,25,26,27,28,29,30
CHRM5 PAM,-3,9,-3,-3,10,-22
M1 ag,-4,-9,-4,1,-1,-3
M5 antag,9,8,7,13,1,2
M1 antag,-1,-7,-2,-7,-5,5
TAAR1 agonist,-3,-2,18,6,3,2
CHRM4 antagonist,-15,-9,1,6,10,4
M1 PAM,5,1,4,1,2,-10
M5 ag,-2,1,-4,10,-3,-4
CHRM4 agonist,-2,2,1,3,0,2

31: CN(C)Cc1c(O)ccc2c(=O)c(-c3ccccc3Cl)c(C(F)(F)F)oc12
32: C[C@H](CO)N1C[C@H](C)[C@@H](CN(C)C(=O)Nc2ccc3c(c2)OCO3)Oc2c(NC(=O)C3CCCCC3)cccc2C1=O
33: N#C/C(=N\Nc1ccc(Cl)cc1)C(=O)c1ccsc1
34: O=C(NCCC1=CCCCC1)C1CCN(S(=O)(=O)N2CCCC2)CC1
35: CCCCCC(=O)N1CCN(CCN=CC2=C(O)CC(c3ccc(OC)c(OC)c3)CC2=O)CC1 (stereo not drawn)
36: O=C(c1ccc(Cn2cc([N+](=O)[O-])cn2)o1)N1CCCC1

Compound,31,32,33,34,35,36
CHRM5 PAM,2,0,-13,0,-5&-5,4
M1 ag,3,-4,5,1,-7&-6,-4
M5 antag,-14,9,22,3,8&-4,-18
M1 antag,-8,2,12,-1,-12&-15,-6
TAAR1 agonist,6,0,1,9,-1&-5,0
CHRM4 antagonist,-5,1,-5,-1,-16&4,-6
M1 PAM,12,1,0,6,8&6,2
M5 ag,5,-1,13,5,0&-4,-1
CHRM4 agonist,0,1,11,2,1&-1,1

37: O=C(NC1CCCCNC1=O)c1ccco1 (stereo not drawn)
38: COc1ccccc1/C=C/C(=O)Nc1cccc(S(=O)(=O)NC2=NCCCCC2)c1
39: C=CCc1cccc(CNc2nc3ccccc3n2C)c1O
40: CC(/C=C/c1ccc(OCc2ccccc2)cc1)=N\O
41: Cn1c(CNC(=O)c2ccc(Cl)c(Cl)c2)nnc1SCC(=O)Nc1sc2c(c1C#N)CCCC2
42: Cc1ccc(C(F)(F)F)cc1NC(N)=S

Compound,37,38,39,40,41,42
CHRM5 PAM,5,-6,-3,0,-2,-1
M1 ag,-8,-10,-6,-5,-4,-5
M5 antag,6,17,4,-9,-1,6
M1 antag,-7,4,-1,-3,-1,-6
TAAR1 agonist,4,3,0,3,10,0
CHRM4 antagonist,-14,-4,4,-3,7,5
M1 PAM,7,-7,2,6,9,7
M5 ag,-2,-3,-3,0,-2,-2
CHRM4 agonist,1,9,1,1,1,1

43: CCCCS(=O)c1snnc1C (stereo not drawn)
44: O=[N+]([O-])c1cccnc1Oc1ccc(OCc2ccccc2)cc1
45: COc1cc2cc(CN(CCN3CCOCC3)C(=O)Nc3ccc(F)cc3)c(=O)[nH]c2cc1OC
46: Nc1nc(CCl)nc(Nc2cccc3ccccc23)n1
47: O=C1CC(c2ccc(Cl)cc2)n2nc(NS(=O)(=O)c3ccc(F)cc3)nc2N1 (stereo not drawn)
48: COc1ccc(NC(=O)COCC(=O)Nc2ccc(C)cc2)cc1

Compound,43,44,45,46,47,48
CHRM5 PAM,-3,-3,3,11,1,3
M1 ag,-10,-6,-1,-1,-3,5
M5 antag,4,10,6,0,1,12
M1 antag,-6,0,-7,-12,-12,-13
TAAR1 agonist,0,2,1,1,2,3
CHRM4 antagonist,-7,14,-7,1,6,-1
M1 PAM,6,-4,9,12,10,21
M5 ag,-3,-5,1,0,-3,-2
CHRM4 agonist,1,1,1,0,1,2

49: COCCNC(=O)C(C)Oc1ccc(Cl)cc1Cl (stereo not drawn)
50: CCC(C)[C@H]1CN=C(N)N1CCc1cc(C(F)(F)F)cc(C(F)(F)F)c1 (stereo partly drawn)
51: Cc1cc([N+](=O)[O-])nn1CC(=O)NCCCN1CCOCC1
52: O=C(CSc1nnc(-c2ccccc2F)o1)OCc1ccccc1
53: COc1ccc(NC(=O)c2oc3ccccc3c2NC(=O)COc2ccccc2OC)c(OC)c1
54: O=C(Cc1ccc(Br)cc1)N1CCN(C(=O)c2ccco2)CC1
55: C[C@@H]1CN([C@H](C)CO)C(=O)CCCn2cc(nn2)CO[C@H]1CN(C)C(=O)NC1CCCCC1
56: Cc1cc(C(=O)N2CCC(C)(C(=O)NS(=O)(=O)C3CC3)C2)n(C(C)(C)C)n1 (stereo not drawn)

Compound,49,50,51,52,53,54,55,56
CHRM5 PAM,-5,-42,-2,7,-2,12,2,-4
M1 ag,-3,-12,-7,-8,-4,-5,-1,-2
M5 antag,6,29*,-3,-11,-2,-10,-8,2
M1 antag,-5,16,-10,5,4,-6,3,-17
TAAR1 agonist,17,13,-1,2,12,3,0,1
CHRM4 antagonist,-2,10,-10,-15,3,-7,-3,-6
M1 PAM,3,-17,6,0,-4,5,-3,10
M5 ag,-4,-11,-1,-1,-2,-2,0,2
CHRM4 agonist,1,0,1,0,1,4,0,0
